Screens (PubChem)
CaV13 ICDI inh = Primary screen for inhibitors of IQ motif and Ca2+-dependent inactivation inhibitor domain binding in CACNA1D, Förster resonance energy transfer in living cells, …; HEK cells, CFP/YFP FRET ICDI-IQ, plate reader, 10 min; percent FRET-ratio fall versus neutral wells; inhibition, % at 12.3 µM; 0.098% of 340,000 active;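 active = mean replicate inhibition of at least 30% and at least 1% of replicates passing that level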;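 also: 0% = median of the neutral control wells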
Shn3 inh set2 = inhibitors of Schnurri-3 3'UTR reporter in osteoblasts; Clone20 osteoblast Shn3 3'UTR firefly luciferase, 24 h; inhibition, % at 12.5 µM; 0.52% of 360,000 active; AID 588674;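 active = mean inhibition of at least 75% with every replicate also reaching 75%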;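 also: 0% = median of neutral control wells and 100% = pilot-screen positive control compound; some compounds past the cut are filed as inactive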
TRPM1 prom inh = inhibitors of MITF-driven TRPM1 promoter in melanoma cells. inhibition, % at 12.5 µM. 0.83% of 330,000 active. SK-MEL-5 TRPM1 promoter luciferase, 24 h;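 active = mean inhibition across replicates of 60% or more, whatever share of single replicates reaches that level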; also: values of inactives mirror those of a sister screen read the other way
m5-HT2A agonist = mouse HTR2A agonism via beta-arrestin recruitment; P35363; 0.66% of 360,000 active; activation, % at 7.6 µM; CHO-K1 mHTR2A beta-arrestin complementation, luminescence; percent of 30 µM serotonin response; AID 624169;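 active = activation above a run cutoff, the mean activation of all tested compounds plus 3 SD, cut at about 14% in these data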;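 also: 0% = plate median of compound wells and 100% = 30 µM serotonin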
iPSC survival up = hiPSC single-cell survival enhancement; survival enhancement, % at 20 µM; 0.044% of 360,000 active; ATPlite luminescence; 100% = ROCK inhibitor wells, 0% = DMSO; in the data active = survival enhancement above about 18%;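 also: cells exposed to compounds for 16 hours before the ATP read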
Cardio protect = modulators protecting cardiomyocytes from myocardial damage; H9c2 cardiomyocytes, H2O2 injury protection, ATPLite, 2 h; protection from H2O2 cell death, % at 20 µM; 0.63% of 360,000 active;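 active = compounds giving at least 50% protection of heart cells from peroxide-induced death in the single-dose screen, raw or plate-pattern-corrected value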;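 also: 0% = DMSO wells with peroxide and 100% = DMSO wells without peroxide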
HIF-2a block = HIF-2a inhibition | inhibition, % at 18.8 µM | 0.72% of 360,000 active | 786-0 RCC cells HIF-2a reporter, luciferase luminescence, overnight;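 active = inhibition of the luminescence signal of 40% or more relative to plate controls, in a single-dose primary screen at 18.75 µM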
NR2E3 ag-1 = activates human photoreceptor nuclear receptor NR2E3 | Q9Y5X4 | GST-NR2E3/biotin-RetCOR TR-FRET, 1536-well | inhibition of corepressor binding, % at 4.78 µM | 0.12% of 320,000 active | AID 2300;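 active = percent inhibition above the cutoff of mean plus 3 SD of all tested compounds, set per screening campaign, cut at about 20% in these data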;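 also: 0% = DMSO wells and 100% = biotin wells as full block of FRET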
Target sequence (Q9Y5X4 whole entry, looked up): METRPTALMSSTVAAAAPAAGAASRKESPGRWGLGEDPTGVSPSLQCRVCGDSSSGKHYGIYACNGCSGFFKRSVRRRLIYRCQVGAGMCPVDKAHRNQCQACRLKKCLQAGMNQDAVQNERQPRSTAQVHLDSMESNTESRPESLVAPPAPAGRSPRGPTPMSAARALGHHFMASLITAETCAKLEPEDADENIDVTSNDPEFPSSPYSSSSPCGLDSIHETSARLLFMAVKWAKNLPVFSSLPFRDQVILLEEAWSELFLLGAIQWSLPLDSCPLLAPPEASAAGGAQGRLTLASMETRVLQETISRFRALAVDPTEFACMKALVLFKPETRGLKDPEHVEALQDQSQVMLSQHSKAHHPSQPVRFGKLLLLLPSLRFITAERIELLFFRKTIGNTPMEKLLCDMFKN
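Test system – NR2E3–RetCOR corepressor complex · Quantity – NR2E3 fusion 1.35 nM · Buffer or medium – Tris pH 7.5 · Incubation – Compound–protein incubation for 5 h at 4 °C · Technique – TR-FRET, Eu(K)-anti-GST donor, streptavidin-D2 acceptor, ex 340, em 617/671 nm · Evaluation – percent inhibition of 671/617 nm emission ratio versus biotin and DMSO controls · Plate – 1536-well format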
NR2E3 ag-2 = agonists of human NR2E3 nuclear receptor | Q9Y5X4 | CHO-S Gal4-NCOR/VP16-NR2E3 two-hybrid, luciferase | inhibition of corepressor binding, % at 3.98 µM | 0.35% of 360,000 active | AID 602229;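 active = inhibition above the mean of all tested compounds plus 3 SD, cut at about 70% in these data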;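 also: 0% = DMSO with NR2E3 transfected cells and 100% = cells lacking NR2E3 construct; higher means lower luciferase signal from less NR2E3 corepressor binding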
Peg3 prom inh = reduces Peg3 promoter-driven luciferase expression in HeLa. HeLa PEG-Prom luciferase reporter, luminescence, overnight. inhibition, % at 20 µM. 1.7% of 360,000 active;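 active = inhibition of at least 50% at 20 µM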
PDI turbidity = PDI (human) enzyme inhibition. PDI insulin aggregation turbidity, A650, 90 min. inhibition, % at 10 µM. 0.052% of 350,000 active;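 active = mean inhibition across replicates of 30% or more, whatever share of single replicates reach that level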;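 also: absorbance from insulin aggregation driven by PDI reduction with DTT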
Target sequence (P07237 whole entry, looked up): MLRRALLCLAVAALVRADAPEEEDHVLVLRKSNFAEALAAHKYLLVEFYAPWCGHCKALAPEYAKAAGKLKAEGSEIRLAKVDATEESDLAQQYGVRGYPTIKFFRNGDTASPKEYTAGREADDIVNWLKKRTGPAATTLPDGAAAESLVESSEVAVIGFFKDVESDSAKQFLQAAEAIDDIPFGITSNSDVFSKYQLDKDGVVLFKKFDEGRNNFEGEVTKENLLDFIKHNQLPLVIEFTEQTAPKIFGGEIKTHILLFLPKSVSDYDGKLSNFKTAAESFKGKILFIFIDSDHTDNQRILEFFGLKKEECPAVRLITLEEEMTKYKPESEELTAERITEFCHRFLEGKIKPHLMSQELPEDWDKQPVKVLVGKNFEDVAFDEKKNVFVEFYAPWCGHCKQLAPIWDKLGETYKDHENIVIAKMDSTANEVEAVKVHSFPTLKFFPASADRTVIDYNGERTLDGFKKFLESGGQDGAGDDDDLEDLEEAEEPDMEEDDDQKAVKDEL
An asterisk follows results filed as active; nt = not tested or not shown; & = joins results of further samples.

compound	iPSC survival up	HIF-2a block	TRPM1 prom inh	Shn3 inh set2	PDI turbidity	Cardio protect	m5-HT2A agonist	Peg3 prom inh	NR2E3 ag-2	CaV13 ICDI inh	NR2E3 ag-1
O=C(NCCc1nc2ccccc2[nH]1)Nc1ccccc1	-1.8	-10	-8	15	-5	1	-2	7	-14	-7	0
CCOc1ccc(CCNC(=O)Cn2cccc2C(=O)c2ccccc2)cc1OCC	-2.2	14	-13	21	0	-5	2	5	2	-5	-4
CCN1C(c2ccccc2)=C(c2ccccc2)S/C1=C\C=C1/SC(=S)N(C)C1=O	-3.6	-2	49	27	2	-18	6	39	-25	-5	0
Cc1ccc(C2=CC(=O)C[C@H](c3ccc4c(c3)OCO4)C2)cc1	0.3	-51	-11	-9	6	-8	-1	-30	-5	-10	2
CCOc1ccc(NC(=O)COc2ccc(C(=O)NCc3cccc(OC)c3)cc2OC)cc1	-0.1	2	-8	10	19	-5	8	10	-5	-14	0
CCOC(=O)CSc1nc2ccccc2c(=O)n1CC	0.8	8	2	-10	2	0	4	2	-10	-5	-3
CN(C)S(=O)(=O)N1CCC(CCCC2CCN(S(=O)(=O)N(C)C)CC2)CC1	2.3	2	12	24	12	-8	4	11	16	-8	1
CN(C)S(=O)(=O)N1CCC(Oc2cccc(C(=O)N3CCCCCCC3)c2)CC1	0.6	-13	4	24	13	-7	2	-31	-8	nt	3
CCN(CC)C(=O)c1sc(NC(=O)c2ccc3c(c2)OCO3)c(C#N)c1C	-0.1	10	-3	2	15	3	4	-9	-9	-5	0
COc1ccc(C(=O)N2CCOCC2)cc1S(=O)(=O)N1CCCc2ccccc21	0.4	6	11	5	-6	-3	-8	4	-6	-6	1
CCn1c(SCC(=O)NCc2ccccc2)nc2c(c1=O)SC(C)C2 (stereo not drawn)	1.3	13	-13	7	6	4	-1	2	-16	-5	2
O=C(O)c1ccnc(SCC(=O)c2ccccc2)c1	-0.8	0	8	6	3	0	-3	-5	-10	-3	1
COC(=O)C(C)Sc1nc2c(cnn2-c2ccc(F)cc2)c(=O)[nH]1 (stereo not drawn)	-0.1	19	-9	-9	-3	-2	1	4	-30	-3	4
CCN(CC)CCNC(Cc1ccccc1)c1cccc(OC)c1 (stereo not drawn)	1.6	-4	-5	-5	2	2	-7	5	-43	-5	nt
CC1CCN(CC(=O)Nc2ccc(S(=O)(=O)NC3CC3)cc2)CC1	-0.1	8	4	-4	4	-4	0	11	11	10	1

compound	iPSC survival up	HIF-2a block	TRPM1 prom inh	Shn3 inh set2	PDI turbidity	Cardio protect	m5-HT2A agonist	Peg3 prom inh	NR2E3 ag-2	CaV13 ICDI inh	NR2E3 ag-1
CN(C)S(=O)(=O)c1cccc(NC(=O)COC(=O)C2(c3ccccc3F)CCCC2)c1	0.1	26	10	12	4	0	-5	27	6	-2	3
COc1ccc(CC(=O)NC2CCCCCC2)c(OC)c1	-0.4	-21	-16	-15	-13	13	-2	-16	-32	-5	-2
CC1CCCCC1NC(=O)c1ccc(N2CCCC2=O)cc1 (stereo not drawn)	0.6	-68	-21	-43	-1	-5	2	-197	-42	-7	1
O=C(/C=C/c1ccccc1[N+](=O)[O-])NCc1ccncc1	5.6	10	12	-5	11	8	3	-7	11	2	-3
COc1ccc(OC)c(S(=O)(=O)N2CCNCC2)c1	0.1	5	3	-10	4	3	6	-6	0	-6	1
Cc1ccc(S(=O)(=O)N2CCC(=O)N(C(CO)Cc3ccccc3)CC2)cc1 (stereo not drawn)	3.4	2	-13	18	-8	0	1	26	-14	-6	0
COc1ccc(C(=O)c2coc3ccc(OC(C)=O)cc23)cc1	-0.6	-323	-68	-16	-6	-10	6	-207	-112	-7	-3
CCOC(=O)N1CCN(C(=O)CSc2nnc(-c3c[nH]c4ccccc34)n2CCOC)CC1	0.7	3	16	-17	5	19	9	-4	-8	-9	3
CCc1cccc(C)c1NC(=O)CSc1nc(C)c(C)o1	-0.2	4	-2	-15	-1	-1	-3	-4	-16	-6	1
NC(=O)Cn1nnc(-c2ccc(CN3CCCCC3)cc2)n1	0.1	17	-5	7	4	3	-2	1	-6	-5	2
Cc1cc(C(C)(C)C)oc1C(=O)N(CC(=O)NC1CCCC1)Cc1ccccc1	-1.4	24	-1	20	2	-4	2	31	-19	-4	2
O=C(NCCCN1CCCC1=O)c1cccc(S(=O)(=O)NCc2ccccc2)c1	-0.4	1	-3	-7	-1	-1	0	1	-18	-9	-2
CN1CCN(NC(=S)NC2CCCCC2)CC1	0.7	18	7	-10	1	5	2	13	1	-5	-2
COC(=O)CCCCNC(=O)Nc1ccccc1	1.2	3	3	-12	5	8	4	-9	-9	-4	3
CC(c1ccccc1)C1CC(=O)N(c2cc(Cl)ccn2)C1=O (stereo not drawn)	-0.5	24	0	-23	-4	-4	3	-59	10	-19	1

compound	iPSC survival up	HIF-2a block	TRPM1 prom inh	Shn3 inh set2	PDI turbidity	Cardio protect	m5-HT2A agonist	Peg3 prom inh	NR2E3 ag-2	CaV13 ICDI inh	NR2E3 ag-1
O=C(NNC(=O)c1cc(-c2ccc(Cl)c(Cl)c2)nc2ccccc12)Nc1ccccc1	-1.3	-56	-13	1	0	18	5	-9	3	0	-2
COc1ccc(NC(=O)Cc2c(SC)c3ccccc3n2Cc2ccccc2)cc1	1.8	16	-4	24	1	-1	2	10	5	-5	-1
S=C(c1ccc(-c2ccc(Br)cc2)o1)N1CCOCC1	-0.8	-331	nt	-158	-5	-10	-5	-336	-103	-2	-6
CCOC(=O)C(C)Sc1nc2c(c(=O)[nH]c(=O)n2C)n1C/C=C(/C)Cl (stereo not drawn)	-0.5	7	10	9	-5	8	0	8	-33	nt	1
COc1ccccc1NC(=O)c1ccc(NS(=O)(=O)c2cccc3cccnc23)cc1	-0.5	6	6	19	3	5	-5	28	-14	-4	-9
CC1=C(C(=O)OCCOc2ccccc2)C(c2ccc(C)o2)C2=C(CC(C)(C)CC2=O)N1 (stereo not drawn)	-4.4	0	0	-13	12	0	-2	20	8	-6	-2
COc1cccc(-c2nc(C(=O)NCCCN3CCOCC3)cc3c2[nH]c2ccccc23)c1	5.3	-6	1	4	nt	25	-3	36	-4	nt	1
Clc1ccc(CSc2ccc(-c3ccccn3)nn2)cc1	-0.2	-263	-8	-24	1	47	3	-106	-29	-7	1
Cc1ccc(NS(=O)(=O)c2ccc3c(c2)CCC(=O)N3)cc1	0.3&1.1	4&7	2	-5&-48	0&0	7&0	2&8	1&9	-25&2	-8&-2	0
Oc1ccccc1CN1CCN(C(O)(c2ccccc2)c2ccccc2)CC1	-0.7	8	1	4	21	4	-10	-5	-23	-5	-4
O=C(NCCc1ccc(Cl)cc1)c1cc(-c2ccccn2)nc2ccccc12	-0.5	5	-1	23	-6	5	-10	29	-18	-5	0
Cc1ccc(-c2noc(CCC(=O)N3CCN(c4cc(C)ccc4C)CC3)n2)cc1	-0.9	5	-8	-16	2	-14	0	2	-21	0	nt
O=C1c2ccccc2C(=O)N1CSc1nnc(Nc2ccccc2)s1	1.5	-24	-13	-29	9	-4	5	-5	-27	-4	2
O=C(CCS(=O)(=O)c1cccs1)Nc1ccc(C(=O)NCc2ccccc2)cc1	-1.9	5	3	16	-1	-2	-7	-3	-14	-5	2
COCCCNC(=S)NNC(=O)c1cc(-c2cccnc2)nc2ccccc12	0.1	8	-12	6	-2	-3	-7	9	-19	-2	nt

compound	iPSC survival up	HIF-2a block	TRPM1 prom inh	Shn3 inh set2	PDI turbidity	Cardio protect	m5-HT2A agonist	Peg3 prom inh	NR2E3 ag-2	CaV13 ICDI inh	NR2E3 ag-1
COc1ccc(C(=O)NC(=S)N(C)C2CCCCC2)cc1Br	-0.2	-75	8	-2	-3	9	-6	-36	-31	nt	2
NC(=O)CC(NC(=O)Cc1ccc(Br)cc1)c1ccc(N2CCN(c3ccccn3)CC2)c([N+](=O)[O-])c1 (stereo not drawn)	-1.4	20	1	24	16	1	8	18	9	-10	-3
C/C(=N\NC(=O)c1ccc(N(C)C)cc1)c1ccc(C)c(C)c1	4.0	-31	3	-44	-6	3	-2	-40	-16	-3	-1
C[C@H](NC(=O)C1CCN(S(=O)(=O)c2ccccc2)CC1)C(=O)NCc1ccc(F)cc1	0.0	3	-7	5	14	-8	2	16	8	-6	0
Cc1ccc(NC(=O)CCNC(=O)c2ccccc2)cc1F	0.0	-36	-7	-5	8	1	-2	-14	-13	-4	1
O=C(CCn1c(=O)oc2ccccc21)NCCN1CCc2ccccc2C1	-1.1	13	13	-3	7	2	1	5	-6	nt	0
CN(Cc1nccs1)C(=O)C1CCC(=O)N(CCc2ccc(Cl)cc2)C1 (stereo not drawn)	-0.4	-3	-5	2	-1	1	5	1	-8	-5	-1
Cc1cc(C(=O)CSc2nnc(CCC(N)=O)n2C)c(C)n1C1CC1	-0.3	8	0	-16	-7	-7	5	-15	-2	-2	nt
COc1ccc(CNC(=O)C(=O)NCc2cccnc2)cc1	2.7	16	-8	13	8	2	9	-3	12	0	0
O=C(NCCCN1CCOCC1)c1ccc(CS(=O)(=O)Cc2ccccc2Cl)o1	-2.0	6	8	-3	2	1	1	9	-2	-5	1
COc1cccc(NC(=O)C(C)OC(=O)CCCNC(=O)c2ccc(Cl)cc2)c1 (stereo not drawn)	-0.4	-49	-17	1	4	-4	-2	-21	-10	-8	2
O=C(COC(=O)/C=C/c1ccco1)NCCN1C(=O)CSC1=O	0.6	8	-12	-5	7	0	2	2	13	-5	nt
N#Cc1ccsc1NC(=O)CSc1nncs1	-0.3	-138	-34	-59	-5	2	6	-152	-96	-7	nt
O=S(=O)(Nc1ccc(Cc2ccncc2)cc1)c1ccc(Br)s1	0.2	18	5	-2	-6	-12	-3	26	19	-6	-1
Cc1ccc2cccc(Oc3ncnc4sc(C)c(C)c34)c2n1	2.4	9	1	13	9	-3	2	11	4	-2	3

compound	iPSC survival up	HIF-2a block	TRPM1 prom inh	Shn3 inh set2	PDI turbidity	Cardio protect	m5-HT2A agonist	Peg3 prom inh	NR2E3 ag-2	CaV13 ICDI inh	NR2E3 ag-1
CC(C)CCN1CCC[C@]2(N[C@H](c3ccccc3)[C@@H]3C(=O)N(Cc4ccccc4)C(=O)[C@@H]32)C1=O	1.3	3	nt	-2	-1	-2	7	-14	-30	-9	nt
COc1cc(OC)nc(Nc2nc(C(N)COCc3ccccc3)cs2)n1 (stereo not drawn)	-2.4	-12	nt	9	-2	22	-2	13	36	-7	nt
CCOc1ccc(CCNC(=O)CCOc2cc(C)ccc2C)cc1OCC	0.5	-1	-3	5	-3	-2	1	6	-26	-3	3
Cc1csc(=O)n1CC(=O)OCC(=O)Nc1ccc(F)c(F)c1	0.4	9	-3	-20	-6	-2	7	-5	-16	-5	-2
CCOC(=O)CSc1nc2ccccc2n1CC(=O)N1CCN(c2ccccc2)CC1	-4.3	7	-9	-1	-9	-2	-2	9	-9	nt	-1

This is a random part of the collection (roughly 3.9% active in at least one column).
